KCNH2 WT inh: blocks the wildtype human KCNH2 potassium channel; U2OS, BacMam KCNH2, thallium flux FluxOr; active compounds read low; AID 720551; activity change, % at 1.84 µM; 340,000 tested, 0.37% active;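 active = maximum activity change below -70%; inconclusive = maximum activity change between -70% and -50%; inactive = maximum activity change above -50%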; note: % is set by controls: 0 for no effect and ±100 for the full control effect
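U2OS cells were transduced with wild-type KCNH2 virus (2.03 x 10^8 / mL) for 4 h at room temperature, then cultured overnight at 37 C. Thallium flux was read with FluxOr dye. Rate constants were normalized to DMSO controls.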
Menin-MLL TR inh: inhibitors of human menin-MLL interaction, mutant MLL peptide; O00255; Menin + Texas Red MLL mutant peptide, fluorescence polarization; Potency, µM (series often up to 61.6 µM), for the others: at the top dose FP activity change, negative = inhibition, most hits filed as inhibitors; 270,000 tested, 0.23% active; AID 1768; active = well fitted inhibition curve with a large enough effect in the polarisation, with a control signal flat, not every such curve was filed as active; inconclusive = small, poorly fitted or top-dose-only effect, or effect the other way, or a change in a side signal; inactive = no such curve, though single readings can be large or run the other way; the % refers to the polarisation; note: potency is the fitted concentration of half-maximal effect; % of control where 0% means no effect; many of its hits are not listed in these tables
TSHR antagonist: blocks TSH signaling through the human TSH receptor | activity change, negative = inhibition, % at 11.5 µM | TSHR-expressing cells, TSH-stimulated cAMP HTRF, 2 h; active compounds read low | 330,000 tested, 0.2% active | P16473;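 active = activity change below a set negative limit, meaning inhibition stronger than a set level, cut at about -70% in these data; inconclusive = activity change between two set negative limits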; note: % is set by controls: 0 for no effect and ±100 for the full control effect
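Competitive HTRF cAMP read-out (cryptate anti-cAMP antibody, cAMP-d2; 30 min, room temperature) in freshly harvested TSHR cells. Compounds added before TSH at EC80 (4nM final), followed by 2 hours' incubation at 37 deg C.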
USP2a inh: USP2a (human) protease inhibition; Potency, µM (highest dose often 38.3 µM), without a hit: at the highest dose activity change, negative = inhibition, most hits filed as inhibitors; O75604; 330,000 tested, 0.01% active; USP2 core, Ub-CHOP2 coupled fluorogenic reporter, 485/531;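 note: potency is the fitted concentration of half-maximal effect; plate controls were DMSO wells for no effect and full inhibition by NEM control for full effect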
Target sequence (O75604 whole entry, looked up): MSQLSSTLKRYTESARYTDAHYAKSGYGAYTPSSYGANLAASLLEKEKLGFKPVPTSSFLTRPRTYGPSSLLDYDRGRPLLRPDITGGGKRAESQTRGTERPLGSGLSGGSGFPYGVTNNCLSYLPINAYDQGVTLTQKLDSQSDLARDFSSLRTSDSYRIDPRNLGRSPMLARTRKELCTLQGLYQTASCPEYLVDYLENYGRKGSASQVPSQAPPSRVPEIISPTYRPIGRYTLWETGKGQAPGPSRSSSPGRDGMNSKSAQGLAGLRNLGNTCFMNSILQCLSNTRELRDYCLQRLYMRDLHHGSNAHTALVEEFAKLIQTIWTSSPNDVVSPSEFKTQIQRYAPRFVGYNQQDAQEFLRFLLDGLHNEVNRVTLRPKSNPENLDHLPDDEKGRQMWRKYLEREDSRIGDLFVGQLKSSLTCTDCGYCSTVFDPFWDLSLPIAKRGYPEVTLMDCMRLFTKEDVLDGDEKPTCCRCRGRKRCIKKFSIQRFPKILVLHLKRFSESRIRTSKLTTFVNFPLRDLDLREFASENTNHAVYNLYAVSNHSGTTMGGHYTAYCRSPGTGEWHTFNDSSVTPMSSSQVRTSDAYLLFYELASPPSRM
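Deubiquitinase activity read as fluorescence (485/531 nm) after Ub-CHOP2 cleavage activates the enterokinase reporter on its substrate; USP2 core 10nM, Ub-CHOP2 and substrate 25nM each, 30min compound preincubation then 60min RT; data normalized to NEM, curves fitted.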
GALK inhibitor: galactokinase (human) inhibition | P51570 | Purified GALK, Kinase-Glo residual ATP luminescence | 270,000 tested, 0.007% active | Potency, µM (highest dose often 57.5 µM), inactives show at the highest dose activity change, negative = inhibition, usual class: inhibitors; note: potency is the fitted concentration of half-maximal effect; % is set by controls: 0 for no effect and ±100 for the full control effect
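The enzyme phosphorylates galactose (100 uM) using ATP (35 uM); inhibition is detected as higher residual ATP, quantified by bioluminescence after 1 h reaction at room temperature, pH 8.0.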
Eya2 phos inh: Eya2 (human) phosphatase inhibition; recombinant Eya2, OMFP fluorescence dephosphorylation (OMFP is methylfluorescein phosphate); Potency, µM (highest dose often 76.9 µM), without a hit: top-dose activity, negative = inhibition, usual class: inhibitors; AID 488837; O00167; 330,000 tested, 0.006% active; note: potency is the fitted concentration of half-maximal effect; % is set by controls: 0 for no effect and ±100 for the full control effect
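Eya2 (0.2 uM) preincubated 10 min at ambient with compound, then OMFP substrate added at 50 uM; 10 min reaction in 50 mM HEPES pH 7.5, 50 mM NaCl, 5 uM MgCl2, 0.05% BSA, 1 mM DTT. Fluorescence read at Ex 485/Em 525 nm.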
PKM2 activator: activators of human pyruvate kinase M2 | purified PKM2, Kinase-Glo ATP luminescence, activation; response scale: 0% is enzyme alone, no compound | Potency, µM (highest dose often 57.5 µM), without a hit: at the highest dose activation, most hits filed as activators | 260,000 tested, 0.34% active | AID 1631; note: potency is the fitted concentration of half-maximal effect; % is set by controls: 0 for no effect and ±100 for the full control effect; nearly all actives have a fitted effect of over 55% in size
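ATP formation by purified human PK-M2, quantified via coupled luciferase luminescence after 1 h at room temperature with 0.1 mM ADP and 0.5 mM PEP final.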
ASM inhibitor: blocks human secretory acid sphingomyelinase | P17405 | placental ASM, HMU-PC fluorogenic substrate, 60 min | Potency, µM (titrated, usually from 57.5 µM), without a hit: at the top dose activity change, negative = inhibition, hits mostly inhibitors | 340,000 tested, 0.006% active | AID 504937; note: potency is the fitted concentration of half-maximal effect
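qHTS format. ASM enzyme prepared from human placenta hydrolyses the fluorogenic substrate HMU-PC0 (9 uM final) over 60 min at 37 °C after a 10 min compound preincubation.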
MBNL1-CUG inh: inhibitors of human MBNL1 binding to CUG repeat RNA; TR-FRET MBNL1-His/biotin-(CUG)12 binding, 665/545 ratio; Potency, µM (doses to about 57.5 µM), without a hit: at the highest dose activity change, negative = inhibition, most hits filed as inhibitors; 280,000 tested, 0.036% active; active = well fitted inhibition curve with a large enough effect in the signal ratio, with a control signal flat, not every such curve was filed as active; inconclusive = small, poorly fitted or top-dose-only effect, or effect the other way, or a change in a side signal; inactive = no such curve, though single readings can be large or run the other way; the % refers to the signal ratio; note: potency is the fitted concentration of half-maximal effect; % is set by controls: 0 for no effect and ±100 for the full control effect
Target sequence (Q9NR56 whole entry, looked up): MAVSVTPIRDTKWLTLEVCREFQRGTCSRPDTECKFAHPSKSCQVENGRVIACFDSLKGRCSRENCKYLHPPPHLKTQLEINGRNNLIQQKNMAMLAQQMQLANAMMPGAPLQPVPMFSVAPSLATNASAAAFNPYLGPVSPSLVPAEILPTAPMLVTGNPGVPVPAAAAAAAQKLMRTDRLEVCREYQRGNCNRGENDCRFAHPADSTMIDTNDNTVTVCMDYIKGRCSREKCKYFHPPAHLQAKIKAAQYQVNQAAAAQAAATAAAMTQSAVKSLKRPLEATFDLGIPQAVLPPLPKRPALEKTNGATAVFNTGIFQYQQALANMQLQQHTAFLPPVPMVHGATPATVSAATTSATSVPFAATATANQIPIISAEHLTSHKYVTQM
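MBNL1-His + Biotin-(CUG)12, cpd titration 92 nM–58 uM; Tb anti-His Ab 0.055 ng/ul, SA-XL665 5 nM (final); 60 min RT; ratiometric 665/545 nm, Ex 340 nm; normalized to buffer and full-complex controls.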
Mito fusion yeast: inhibitors of mitochondrial division or activators of mitochondrial fusion; S. cerevisiae fusion-defective mutant growth rescue, CellTiterGlo 48 h; Potency, µM (series often up to 46.1 µM), without a hit: at the highest dose growth rescue (activation), usual class: activators; 320,000 tested, 0.23% active; AID 485298;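 note: potency is the fitted concentration of half-maximal effect; % of control where 0% means no effect; nearly all actives have a fitted effect of over 45% in size; temperature-sensitive fusion mutants such as fzo1-1 at 37 °C on non-fermentable ethanol glycerol medium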
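S. cerevisiae fusion-defective temperature-sensitive mutants (e.g. fzo1-1, mgm1-5) grown 48 h at 37C in YPEG (ethanol/glycerol non-fermentable) medium with 23 nl compound per well; growth rescue read as CellTiterGlo luminescence.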
BCR signal inh: chronic active BCR signaling inhibition; ABC-DLBCL IkBa-CBG/CBR reporter, luminescence ratio, 4 h; Potency, µM (doses to about 46.1 µM), for inactives: at the highest dose ratio change, negative = lower green/red ratio, hits mostly inhibitors; 340,000 tested, 0.05% active; AID 493014; active = well fitted inhibition curve with a large enough effect in the signal ratio, with a control signal flat, not every such curve was filed as active; inconclusive = small, poorly fitted or top-dose-only effect, or effect the other way, or a change in a side signal; the % refers to the signal ratio;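 note: potency is the fitted concentration of half-maximal effect; plate controls were basal doxycycline-induced cells for no effect and cells given 10 µM MG132 for full effect; MG132 reads +100%, hits lower the ratio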
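TMD8 ABC-DLBCL cells carrying doxycycline-inducible green luciferase fused to IkappaBalpha plus unfused red luciferase were exposed to compounds (up to 46 uM) for 4 hrs at 37C. Activity came from the overlap-corrected green/red luminescence ratio.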
Numbers without * were called inactive; ? = inconclusive; nt = no result given; [ ] = remark or other dose. Unless noted, calls come from the whole dose curve; as a rule, active = well fitted curve in the direction sought with a large enough effect; inconclusive = small, poorly fitted or top-dose-only effect, or another doubt; inactive = no such curve, though single readings can be large; an effect the other way counts as inactive or inconclusive.

SMILES	KCNH2 WT inh	Menin-MLL TR inh	TSHR antagonist	USP2a inh	GALK inhibitor	Eya2 phos inh	PKM2 activator	ASM inhibitor	MBNL1-CUG inh	Mito fusion yeast	BCR signal inh
CCn1c(C)nc2cc(C(=O)NNS(=O)(=O)c3c(F)cc(F)c(Cl)c3F)ccc21	-12	-1%	1	3%	-1%	1%	2%	7%	2%	-5%	1%
O=C(CCc1ccccc1Cl)Nc1cccc(S(=O)(=O)N2CCCC2)c1	-7	nt	-2	-1%	-6%	-5%	0%	-3%	3%	0%	?
COC(=O)CC1C(=O)NCCN1C(=O)CSc1nnnn1-c1ccc(Cl)cc1 (stereo not drawn)	-4	10%	6	0%	1%	7%	-9%	-1%	-13%	1%	?
O=C(CNC(=O)c1ccccc1)N/N=C/C=C/c1ccccc1	8	0%	-9	1%	-3%	10%	-1%	0%	?	-3%	-4%
CCC(C)CCN1C(N(C)C)=NC[C@@H]1CC(C)C (stereo partly drawn)	-3	nt	-6	1%	nt	-10%	nt	1%	nt	-10%	-6%
COc1cc(/C=N/Nc2cc(C)nc(NS(=O)(=O)c3ccc(C)cc3)n2)ccc1O	-3	-1%	3	3%	-1%	0%	2%	72%[activator]	14%	-5%	-18%
O=C(CN1C(=O)NC2(CCCCC2)C1=O)Nc1ccccc1Cl	5	0%	-4	-3%	0%	-1%	10%	2%	11%	4%	-1%
Cc1nc2c(C)cccc2c(SC(=N)N)c1CC=C(Cl)Cl	-19	nt	-6	5%	-3%	6%	1%	45%[activator]	nt	2%	-7%
Cc1cc(N2C3CCC2CC(O)(c2ccc(F)cc2)C3)nc(-c2ccccc2)n1 (stereo not drawn)	11	33%[activator]	10	1%	0%	-30%	0%	-5%	-5%	8%	?
COc1ccc(C(CNCC(O)COc2c(C)ccc(C)c2C)N(C)C)cc1 (stereo not drawn)	16	?	-3	0%	-2%	11%	nt	6%	3%	-21%	1%
CC(=O)c1cc2c(cc1N)OCO2	9	-2%	6	0%	6%	1%	0%	15%	3%	2%	-2%
COc1cccc(C2C3=C(N=c4s/c(=C\c5cccc(O)c5)c(=O)n42)c2ccccc2CC3)c1OC (stereo not drawn)	-15	?	-3	0%	1%	12%	0%	-9%	19%	9%	-12%
CNC(=O)c1c[nH]c2ccc(S(=O)(=O)Nc3cccc(SC)c3)cc2c1=O	-22	21%	-5	0%	nt	-16%	nt	-3%	-3%	-33%[inhibitor]	?
COc1cc2[nH]c(C(=O)N3CCc4ccccc4C3)cc2c(OC)c1OC	-1	nt	-9	1%	3%	-8%	nt	-3%	3%	13%	?
N=c1n(CCN2CCOCC2)c2ccccc2n1Cc1ccccc1Br	11	-4%	3	-1%	-1%	0%	-4%	-2%	-8%	1%	?
Cc1nc(Nc2nc(CSc3ccc(Cl)cc3)cc(=O)[nH]2)nc2ccccc12	14	-4%	12	0%	0%	-14%	-1%	-1%	-10%	-18%	-2%
CC1Cc2ccccc2N1S(=O)(=O)c1ccc(Cl)nc1 (stereo not drawn)	-10	nt	-1	-1%	1%	-5%	-4%	-1%	-6%	-2%	16%
O=C(Nc1ncc([N+](=O)[O-])s1)c1cccc([N+](=O)[O-])c1	-6	?	?	3%	0%	17%	-27%	-7%	19%	?	?
COc1cc(C(=O)NCC(=O)N/N=C/c2ccc(OC(=O)c3ccco3)cc2)cc(OC)c1OC	-1	-1%	-16	-1%	9%	-2%	4%	-5%	nt	5%	?
CC(C)(C)c1csc(NC(=O)c2c(F)c(F)c(F)c(F)c2F)n1	-13	8%	-43	-1%	-4%	-5%	0%	1%	2%	10%	?
O=C1c2ccccc2C(=O)N1CCCSc1nc2ccccc2o1	-11	5%	-17	-4%	1%	9%[15.4 µM]	0%	-6%	1%	8%	-19%
CN(Cc1ccc(C(F)(F)F)cc1)C(=O)C1CC(=O)N(Cc2ccco2)C1 (stereo not drawn)	31	nt	nt	8%	nt	-23%	nt	-3%	nt	nt	-1%
Cc1ccc2nc(-c3cccc(NC(=O)c4ccco4)c3)[nH]c2c1	-17	?	3	2%	0%	4%	1%	-2%	0%	2%	?
CCOC(=O)C1C2C=CC3(CN(CCc4ccccc4)C(=O)C13)O2 (stereo not drawn)	10	8%	-1	3%	-4%	9%	-2%	0%	-1%	-9%	4%
COc1ccc(N2CCN(C(=O)c3oc4ccccc4c3C)CC2)cc1	-14	?	-2	1%	8%	4%	8%	-10%	1%	4%	?
COCCCNC(=O)CN(c1cc(OC)ccc1OC)S(=O)(=O)c1ccccc1	2	1%	1	10%	-1%	15%	9%	1%	8%	0%	-2%
Cc1cc(C(=O)OCC(=O)NC2CCCCC2)c(C)o1	2	9%	-8	1%	1%	-1%	7%	4%	-4%	3%	1%
Cc1cccc(OCCCN2CCCCCC2)c1	39	-1%	3	2%	0%	-18%	5%	0%	2%	2%	5%
CCN(CC)C(=O)/C(=C\c1ccc2c(c1)OCO2)NC(=O)c1ccc(Br)cc1	2	12%	-7	0%	2%	-9%	20%	0%	13%	4%	-3%
COCc1cc(C)nc(N)c1C#N	-2	1%	1	-1%	11%	0%	-3%	2%	2%	1%	-2%
CCN(CC(=O)Nc1c(F)cccc1F)C(=O)CSc1nc(C)cc(C)n1	-5	nt	13	0%	-3%	-2%	-11%	nt	-2%	1%	1%
O=C(COc1ccc(S(=O)(=O)N2CCCC2)cc1)NCc1ccccn1	5	3%	11	7%	-2%	1%	nt	2%	-16%	-32%	1%
Cc1noc(C)c1S(=O)(=O)N1CCC(C(N)=O)CC1	-9	nt	3	-1%	5%	2%	-2%	5%	10%	-2%	1%
Cc1ccc(NC(=O)COC(=O)CC2CC3CCC2C3)cc1S(=O)(=O)N1CCOCC1 (stereo not drawn)	-3	nt	-6	-2%	nt	-16%	nt	-7%	nt	nt	-8%
O=C(NCc1ccco1)C(=O)NCC1OCCN1S(=O)(=O)c1cc(F)ccc1F (stereo not drawn)	-25	nt	7	-9%	0%	-3%	2%	3%	-7%	1%	0%
CC(C)[C@H](NC(=O)OCc1ccccc1)C(=O)OCC(=O)N1CCN(c2ccc(F)cc2)CC1	19	nt	-6	0%	nt	-6%	nt	-7%	nt	0%	-6%
CCOc1ccc2[nH]c(C)c(CN3CCN(C)CC3)c(=O)c2c1	3	-8%	6	3%	0%	-15%	-6%	2%	-1%	-2%	8%
Cc1ccc(/C=C/C(=O)OCc2nc(N)nc(Nc3ccccc3C)n2)o1	-6	-15%	4	1%	9%	13%	-1%	-1%	10%	19%	-11%
O=C(Nc1nc2c(Cl)ccc(Cl)c2s1)C1CC1	11	?	2	1%	nt	11%	-22%	-3%	-6%	4%	?
CC(Cl)C(=O)NNc1cccc(Cl)n1 (stereo not drawn)	-11	0%	2	-1%	-3%	-5%	-1%	-1%	-1%	0%	12%
CC(NC(=O)c1sc2cc([N+](=O)[O-])ccc2c1Cl)C(C)(C)C (stereo not drawn)	9	-12%	-9	-1%	-2%	-6%	-10%	-2%	6%	9%	-6%
COc1ccc(C(=O)CN2CCN(S(=O)(=O)c3cccc([N+](=O)[O-])c3)CC2)cc1	11	6%	23	4%	0%	-9%	6%	-3%	?	-4%	-1%
CC(C)(C)C(=O)NC1CCN(C(=O)N2CCCC2)CC1	-3	-15%	-2	-1%	0%	5%	4%	-1%	-10%	2%	9%
CC(C)Nc1nc(Cl)nc(Nc2ccccc2)n1	14	4%	8	1%	0%	5%	3%	0%	-1%	-3%	?
Cc1ccc(C(=O)NCC(=O)Nc2ccncc2)cc1C	3	-20%	2	2%	3%	14%	1%	-1%	-2%	0%	1%

This is a subset, so the mix of outcomes need not match the whole.
